ELG1 genotoxic: qHTS screen for small molecules that induce genotoxicity in human embryonic kidney (HEK293T) cells expressing luciferase-tagged ELG1. 330,000 compounds, 1.3% hits. Potency, µM (top dose mostly 46 µM), inactives show top-dose activity change, positive = activation, hits mostly activators. HEK293T ELG1-luciferase reporter, luminescence, 16 h; note: % of control where 0% means no effect; nearly all actives have a fitted effect of over 60% in size
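Reporter readout depends on ELG1 protein level, which increases with genetic stress. After 16 hr compound exposure at 37 °C, luciferase activity was quantified using ONE-Glo.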
p53 reactivator: qHTS assay for re-activators of p53 using a Luc reporter | H1299 p53-A138V BP100-luciferase reporter, luminescence, 24 h | Potency, µM (titrated, usually from 92.2 µM), for the others: top-dose activity change, positive = activation, actives largely listed as activators | 320,000 compounds, 0.063% hits | AID 504706, 2011; note: % of control where 0% means no effect; nearly all actives have a fitted effect of over 45% in size
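p53-null H1299 cells stably carrying temperature-sensitive p53-A138V and a BP100-luciferase reporter were pinned with compounds (4-point, 1:5 series) and held 24 hrs at 37 deg C. Luminescence was read 10 min after detection reagent.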
Gal4-VP16 FLuc: VP16 counterscreen qHTS for inhibitors of ROR gamma transcriptional activity | Drosophila S2 Gal4-VP16 UAS-luciferase, luminescence, 20 h | Potency, µM (highest dose often 53.6 µM), for inactives: top-dose activity, negative = inhibition, usual class: inhibitors | 310,000 compounds, 3.5% hits | AID 2546, 2010;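 note: Gal4-VP16 expression switched on by copper sulfate through the metallothionein promoter; % is set by controls: 0 for no effect and ±100 for the full control effect; nearly all actives have a fitted effect of over 50% in size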
RORgamma inh: qHTS for inhibitors of ROR gamma transcriptional activity | Nuclear receptor ROR-gamma (Mus musculus), P51450 | Potency, µM (titrated, usually from 53.6 µM), for the others: at the highest dose activity change, negative = inhibition, actives largely listed as inhibitors | Drosophila S2 Gal4-RORgamma UAS-luciferase reporter, 20 h | 310,000 compounds, 5.4% hits; note: % is set by controls: 0 for no effect and ±100 for the full control effect; nearly all actives have a fitted effect of over 60% in size
Target sequence (P51450 whole entry, looked up, the tested form may be a part): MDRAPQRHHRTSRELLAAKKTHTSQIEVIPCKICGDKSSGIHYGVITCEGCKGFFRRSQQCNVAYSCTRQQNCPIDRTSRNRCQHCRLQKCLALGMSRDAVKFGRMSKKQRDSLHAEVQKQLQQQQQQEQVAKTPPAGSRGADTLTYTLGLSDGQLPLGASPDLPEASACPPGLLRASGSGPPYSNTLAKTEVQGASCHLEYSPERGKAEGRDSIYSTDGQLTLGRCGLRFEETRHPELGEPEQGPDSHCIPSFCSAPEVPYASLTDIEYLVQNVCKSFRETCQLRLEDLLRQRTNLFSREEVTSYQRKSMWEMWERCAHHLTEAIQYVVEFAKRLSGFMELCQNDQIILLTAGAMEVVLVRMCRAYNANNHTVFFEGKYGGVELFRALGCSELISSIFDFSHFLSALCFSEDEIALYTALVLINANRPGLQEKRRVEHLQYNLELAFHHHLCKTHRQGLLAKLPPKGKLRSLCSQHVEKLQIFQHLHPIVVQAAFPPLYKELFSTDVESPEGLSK
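Schneider cells (Drosophila), stable Gal4 DBD–ROR gamma + UAS-luc; 1 hr cmpd preincubation; Cu2+ induction 700 uM final; 20 hr ambient; luminescence.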
BRCA1 expr up: qHTS Assay to Identify Small Molecule Activators of BRCA1 Expression | MCF7-BRCA1-FFLuc reporter, luminescence, 48 h; response scale: scaled: vehicle 0%, 10 µM genistein 100% | Potency, µM (doses to about 46.1 µM), inactives show at the top dose activation, actives largely listed as activators | 380,000 compounds, 1.1% hits | AID 624202, 2012; note: nearly all actives have a fitted effect of over 80% in size; some results filed as inactive show a strong effect at the top dose
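Compounds are tested at multiple concentrations on MCF7 BRCA1-luciferase reporter cells seeded at 2000 per well; after 48 h, a single luminescence end-point is taken and curves fitted to the normalized data.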
uPA generation: qHTS for Inhibitors of Cell Surface uPA Generation; Potency, µM (titrated, usually from 38.3 µM), without a hit: top-dose activity change, negative = inhibition, actives largely listed as inhibitors; 330,000 compounds, 0.31% hits; cell surface uPA generation assay, qHTS; active = well fitted inhibition curve with a large enough effect; inconclusive = small, poorly fitted or top-dose-only effect; inactive = no such curve, though single readings can be large or run the other way; tested in mouse RAW 264.7 cells; note: % is set by controls: 0 for no effect and ±100 for the full control effect; nearly all actives have a fitted effect of over 55% in size
FLuc counter: qHTS profiling assay for firefly luciferase inhibitor/activator using purifed enzyme and Km concentrations of substrates (counterscreen for miR-21 project); Luciferin 4-monooxygenase (Photinus pyralis), P08659; purified FLuc, Km substrates, luminescence inhibition; Potency, µM (titrated, usually from 57.5 µM), inactives show at the highest dose activity change, negative = inhibition, most hits filed as inhibitors; 360,000 compounds, 6.9% hits;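 note: plate controls were vehicle for no effect and reference inhibitor for full effect; nearly all actives have a fitted effect of over 55% in size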
Target sequence (P08659 whole entry, looked up): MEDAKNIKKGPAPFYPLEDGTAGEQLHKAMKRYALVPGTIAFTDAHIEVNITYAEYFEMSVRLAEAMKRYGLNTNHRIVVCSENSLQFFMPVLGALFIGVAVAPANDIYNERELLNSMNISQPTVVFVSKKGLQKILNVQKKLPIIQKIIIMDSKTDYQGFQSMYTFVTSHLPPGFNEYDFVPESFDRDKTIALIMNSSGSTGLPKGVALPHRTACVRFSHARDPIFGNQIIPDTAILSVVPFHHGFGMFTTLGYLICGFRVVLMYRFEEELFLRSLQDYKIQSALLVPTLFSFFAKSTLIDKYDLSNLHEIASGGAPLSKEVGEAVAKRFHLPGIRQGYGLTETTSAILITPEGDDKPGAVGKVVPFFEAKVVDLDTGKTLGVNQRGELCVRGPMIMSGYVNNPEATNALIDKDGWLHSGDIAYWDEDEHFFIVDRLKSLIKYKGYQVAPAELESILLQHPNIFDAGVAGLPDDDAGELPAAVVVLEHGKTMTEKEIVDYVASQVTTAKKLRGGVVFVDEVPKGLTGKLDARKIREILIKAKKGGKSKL
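Purified P. pyralis luciferase, 10 nM final, with Km-level 10 uM D-luciferin and 10 uM ATP in 50 mM Tris acetate pH 7.5, 10 mM Mg acetate, 0.01% Tween-20, 0.05% BSA; 6-point qHTS titration about 60 µM downward; luminescence read.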
CXXC DNA block: qHTS Fluorescence Polarization Assay for Inhibitors of MLL CXXC domain - DNA interaction | Histone-lysine N-methyltransferase 2A (Homo sapiens), Q03164 | MLL-CXXC / FITC-HOXA9 DNA fluorescence polarization | Potency, µM (top dose mostly 115 µM), without a hit: top-dose activity change, negative = inhibition, most hits filed as inhibitors | 290,000 compounds, 0.037% hits; active = well fitted inhibition curve with a large enough effect in the polarisation, with a control signal flat, not every such curve was filed as active; inconclusive = small, poorly fitted or top-dose-only effect, or effect the other way, or a change in a side signal; inactive = no such curve, though single readings can be large or run the other way; the % refers to the polarisation
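Purified MLL-CXXC (added from a 7 uM solution) was preincubated 5 min at ambient with pinned compounds in 50 mM Tris-HCl pH 7.5, 50 mM NaCl, 1 mM DTT, 0.05% BSA. Fluorescein-labeled HOX-A9 DNA (50 nM solution) followed, 30 min, then polarization read.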
NPC1 prom act: qHTS Assay for NPC1 Promoter Activators. Huh7 NPC1 promoter luciferase reporter, 24 h. Potency, µM (doses to about 9.22 µM), without a hit: at the top dose activation, actives largely listed as activators. 320,000 compounds, 2.4% hits;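 note: % of control where 0% means no effect; nearly all actives have a fitted effect of over 60% in size; reporter is driven by a mutant NPC1 promoter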
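Huh7 cells stably carrying NPC1 promoter–luciferase, plated in Opti-MEM with 10% FBS for 2 h, were exposed to compound in DMSO for 24 h at 37 °C; luciferase reagent was added for 10 min and luminescence read.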
Rab9 prom act: qHTS Assay for Rab9 Promoter Activators | Huh7 Rab9 promoter-luciferase reporter, luminescence, 24 h | Potency, µM (top dose mostly 9.22 µM), without a hit: top-dose activation, negative = inhibition, actives largely listed as activators | 320,000 compounds, 2.8% hits | AID 485297, 2010; note: % of control where 0% means no effect; nearly all actives have a fitted effect of over 60% in size
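Cell-based reporter: Huh7 stable for Rab9 promoter-driven luciferase, plated in reduced-serum medium with 10% FBS at 1500 cells/well, compound-treated 24 h at 37 °C, luminescence read after 10 min reagent.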
MBNL1 CUG block: qHTS Assay for Inhibitors of MBNL1-poly(CUG) RNA binding | Muscleblind-like protein 1 (Homo sapiens), Q9NR56 | TR-FRET MBNL1-His/biotin-(CUG)12 binding, 665/545 ratio | Potency, µM (titrated, usually from 57.5 µM), for inactives: at the top dose activity change, negative = inhibition, usual class: inhibitors | 280,000 compounds, 0.036% hits | AID 2675, 2010; active = well fitted inhibition curve with a large enough effect in the signal ratio, with a control signal flat, not every such curve was filed as active; inconclusive = small, poorly fitted or top-dose-only effect, or effect the other way, or a change in a side signal; inactive = no such curve, though single readings can be large or run the other way; the % refers to the signal ratio; note: % is set by controls: 0 for no effect and ±100 for the full control effect
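Ratiometric TR-FRET (665 over 545 nm, excitation 340 nm) tracks disruption of MBNL1-His/biotin-(CUG)12 complex after 60 min at room temperature, with compounds at 92 nM to 58 uM final.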
An asterisk follows results filed as active; ? = inconclusive; nt = no result given; & = joins results of further samples; [ ] = dose if it differs, or a comment. Unless noted, calls come from the whole dose curve; as a rule, active = well fitted curve in the direction sought with a large enough effect; inconclusive = small, poorly fitted or top-dose-only effect, or another doubt; inactive = no such curve, though single readings can be large; an effect the other way counts as inactive or inconclusive. Potency is the fitted concentration of half-maximal effect.

SMILES | ELG1 genotoxic | p53 reactivator | Gal4-VP16 FLuc | RORgamma inh | BRCA1 expr up | uPA generation | FLuc counter | CXXC DNA block | NPC1 prom act | Rab9 prom act | MBNL1 CUG block
CCOC(=O)Cn1c2[n+](c3ccccc31)CC(O)CS2 (stereo not drawn) | -1% | 2% | -1% | -42% | -1% | 8% | 2%[2.3 µM] | -14% | 1% | -3% | -5%
CC(C)CN(C(=O)C1CSC2(C)CCC(=O)N12)c1c(N)n(Cc2ccccc2)c(=O)[nH]c1=O (stereo not drawn) | -7% | -12% | 2% | 3% | -5% | 9% | 4% | -5% | 0% | -4% | 3%
COc1ccc(-c2cn3nc(C)c(C)nc3n2)cc1OC | 5% | ? | nt | nt | 91% | 4% | ? | nt | ? | 2.8µM* | nt
COc1ccc(CCNC(=O)CC(=O)NCCc2ccc(OC)cc2)cc1 | 2% | 3% | -14% | -1% | 0% | 4% | 1% | 12% | 0% | 5% | 0%
CCN1CCN(CC(O)COc2ccc3c(C)cc(=O)oc3c2)CC1 (stereo not drawn) | 1% | -1% | 8% | -1% | 6% | -3% | -5% | -9% | 1% | 0% | -2%
COC(=O)c1ccccc1NC(=O)Nc1cc(C)ccn1 | 2% | -1% | -10% | -2% | 32% | 5% | 2% | 1% | 1% | -2% | 0%
COc1ccc(Nc2nccc(OC)c2C#N)cc1 | -1% | -3% | -2% | 0% | 12% | 11% | 0% | 0% | -5% | 2% | -2%
N#CC1=C(N)NC(=S)C(C(N)=O)C1c1ccccc1F (stereo not drawn) | -4% | 6% | ? | ? | -34% | -2% | -13% | -5% | 2% | -6% | -5%
COc1ccc(-n2nc3cc(C)c(N)cc3n2)cc1Cl | ? | nt | 17% | -6% | ? | -10% | 1.1µM* | 4% | 2.2µM* | 2.8µM* | 12%
O=C(N/N=C/c1cc([N+](=O)[O-])ccc1N1CCCCCC1)c1ccccn1 | -14% | 13% | -6% | -6% | 43% | 6% | -15% | -1% | -3% | 6% | ?
N#C/C(=C\c1cccnc1)C(=O)Nc1ccc(C(=O)O)cc1 | 0% | 3% | -8% | -16% | -13% | -2% | -9% | ? | 1% | 1% | -2%
Cc1ccsc1/C=N/NC(=O)c1ccncc1 | 1% | 12% | 7.1µM* | 3.5µM* | 0% | 7% | -12% | 1% | 5% | 3% | ?
CCn1c(=O)cc(SCC(=O)NCCCN2CCN(c3ccc(F)cc3)CC2)c2ccccc21 | 0% | -25% | 4% | -2% | -1% | nt | 2% | -7% | -1% | -6% | 5%
CCOC(=O)N1CCC(N2Cc3cccc(C(=O)NCc4ccc5c(c4)OCO5)c3C2=O)CC1 | -10% | 0% | -4% | 33% | -14% | 2% | -3%&-2% | 104%[activator] | -1% | -2% | 24%
O=C(/C=C/c1ccc(Cl)c(Cl)c1)N1CCOCC1 | ? | 26% | 14% | ? | 52% | -1% | ? | -7% | ? | ? | 23%
COc1ccc(/C=C(\NC(=O)c2cccs2)C(=O)NN)cc1OC | 4% | -3% | 14% | 4% | -28% | 2% | 0% | 1% | -2% | 2% | -3%
COc1ccc(-c2[nH]ncc2CN2CCCN(C(=O)c3ccco3)CC2)cc1F | -3% | -4% | -1% | -12% | -9% | 7% | 3% | 24% | 0% | -3% | -7%
Nc1nc(C(F)(F)F)c(Br)c(=O)n1N | 10% | -2% | 3% | -10% | -17% | -1% | -1% | 3% | 1% | 5% | nt
O=C(COc1ccc(C(=O)O)cc1)Nc1cccc(C(F)(F)F)c1 | 3% | -7% | -1% | ? | -9% | 6% | -14% | 3% | 3% | -1% | -2%
O=S(=O)(c1ccc(Cl)nc1)N1CCN(Cc2ccc3c(c2)OCO3)CC1 | -1% | 6% | 6% | 21% | -9% | -1% | 4% | 2% | -1% | 0% | -9%
Cc1cc(=O)n2nc(N3CCCC(C(=O)NCCCN4CCc5ccccc5C4)C3)sc2n1 (stereo not drawn) | -1% | 2% | -2% | 6% | -8% | -1% | 6% | 9% | -4% | -6% | 0%
O=C(CN1CCN(C(=O)c2ccccc2)CC1)Nc1cccc(S(=O)(=O)N2CCCC2)c1 | 0% | -8% | nt | nt | -13% | 4% | 1% | nt | -2% | -8% | nt
O=C(N[C@@H](Cc1ccccc1)C(=O)N1CCC2(CC1)NCCc1[nH]cnc12)c1cccc(F)c1 | -7% | -10% | 1% | 4% | 2% | 1% | 0% | -6% | 0% | 0% | -1%
COC(=O)CSc1c(-c2ccccc2)c2cc(Cl)ccc2[nH]c1=O | -2% | 0% | 1% | -13% | -2% | -4% | 5% | 3% | -6% | 3% | 10%
CCOC(=O)N1CCN(Cc2nc3cc(NC(=O)c4cccs4)ccc3n2CC)CC1 | -8% | 2% | 21% | 29% | 6% | ? | -19% | 34%[activator] | 0% | 13% | -1%
CCOC(=O)N1CCN(S(=O)(=O)c2cn(C)c(=O)n(C)c2=O)CC1 | -1% | 1% | 2% | -15% | -12% | 2% | -3% | -4% | -2% | 0% | 1%
O=C(COc1ccccc1)Nc1cccc(S(=O)(=O)N2CCCC2)c1 | -3% | 6% | nt | nt | 3% | 11% | -1% | nt | 7% | 5% | nt
O=C(Nc1cccc(F)c1)Nc1ccccn1 | 26% | 17% | 29% | ? | 59% | nt | 13µM* | 10% | 3.2µM* | 2.8µM* | -3%
Cc1ccc(C2=Nc3ccccc3N=C(c3ccc([N+](=O)[O-])cc3)C2)c(O)c1 | 0% | 6% | ? | 28% | -24% | 3% | -2% | 3% | -7% | -1% | 12%
COCCN1C=C2C(=O)C(C)(OC(=O)c3cccs3)C(=O)C=C2C=C1CCCC(=O)OC (stereo not drawn) | 2% | 1% | -2% | -4% | -14% | -2% | -3% | 5% | 0% | -3% | ?
CC(CCN1CCN(c2ccccn2)CC1)c1ccccc1 (stereo not drawn) | -8% | nt | -3% | 1% | 18% | 1% | 2% | 0% | 0% | 4% | -4%
CC(C(=O)Nc1cccc(Br)c1)c1ccc([N+](=O)[O-])cc1 (stereo not drawn) | -5% | 4% | -4% | 2% | -1% | 6% | 3% | 2% | 1% | -12% | nt

Compounds above with an aryl methoxy group:
SMILES | ELG1 genotoxic | p53 reactivator | Gal4-VP16 FLuc | RORgamma inh | BRCA1 expr up | uPA generation | FLuc counter | CXXC DNA block | NPC1 prom act | Rab9 prom act | MBNL1 CUG block
COc1ccc(-c2cn3nc(C)c(C)nc3n2)cc1OC | 5% | ? | nt | nt | 91% | 4% | ? | nt | ? | 2.8µM* | nt
COc1ccc(CCNC(=O)CC(=O)NCCc2ccc(OC)cc2)cc1 | 2% | 3% | -14% | -1% | 0% | 4% | 1% | 12% | 0% | 5% | 0%
COc1ccc(Nc2nccc(OC)c2C#N)cc1 | -1% | -3% | -2% | 0% | 12% | 11% | 0% | 0% | -5% | 2% | -2%
COc1ccc(-n2nc3cc(C)c(N)cc3n2)cc1Cl | ? | nt | 17% | -6% | ? | -10% | 1.1µM* | 4% | 2.2µM* | 2.8µM* | 12%
COc1ccc(/C=C(\NC(=O)c2cccs2)C(=O)NN)cc1OC | 4% | -3% | 14% | 4% | -28% | 2% | 0% | 1% | -2% | 2% | -3%
COc1ccc(-c2[nH]ncc2CN2CCCN(C(=O)c3ccco3)CC2)cc1F | -3% | -4% | -1% | -12% | -9% | 7% | 3% | 24% | 0% | -3% | -7%

An excerpt. The share of hits here may be higher or lower than overall.
